Compound activity from PubChem.
MLLE-PAM2 inh – blocks PAM2 peptide binding to the PABP1 MLLE domain. P11940. GST-MLLE / FITC-PAM2 fluorescence polarization. inhibition, % at 20 µM. hit rate 0.36% among 360,000. AID 588489; in the data active = inhibition above about 35%, passing the limit was not always enough;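 note: plate controls were DMSO wells with GST-MLLE for no effect and wells lacking GST-MLLE protein for full effect; some results filed as inactive read as strong as hits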
MsrA act – bovine methionine sulfoxide reductase A activation. purified bovine MsrA, absorbance read-out. activation, % at 10.6 µM. hit rate 0.3% among 360,000; in the data active = activation above about 7.5%;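 note: 0% = vehicle and 100% = reference activator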
FAS TE block – blocks the thioesterase domain of human fatty acid synthase | P49327 | recombinant FAS-TE, OMFH fluorogenic substrate, fluorescence endpoint | hit rate 0.67% among 360,000 | inhibition, % at 15 µM;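 active = compounds whose normalised, plate-corrected inhibition of enzyme fluorescence in the single-dose primary screen is 50% or more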;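 note: 0% = DMSO with enzyme and 100% = substrate without enzyme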
Target sequence (P49327 whole entry, looked up, the tested form may be a part): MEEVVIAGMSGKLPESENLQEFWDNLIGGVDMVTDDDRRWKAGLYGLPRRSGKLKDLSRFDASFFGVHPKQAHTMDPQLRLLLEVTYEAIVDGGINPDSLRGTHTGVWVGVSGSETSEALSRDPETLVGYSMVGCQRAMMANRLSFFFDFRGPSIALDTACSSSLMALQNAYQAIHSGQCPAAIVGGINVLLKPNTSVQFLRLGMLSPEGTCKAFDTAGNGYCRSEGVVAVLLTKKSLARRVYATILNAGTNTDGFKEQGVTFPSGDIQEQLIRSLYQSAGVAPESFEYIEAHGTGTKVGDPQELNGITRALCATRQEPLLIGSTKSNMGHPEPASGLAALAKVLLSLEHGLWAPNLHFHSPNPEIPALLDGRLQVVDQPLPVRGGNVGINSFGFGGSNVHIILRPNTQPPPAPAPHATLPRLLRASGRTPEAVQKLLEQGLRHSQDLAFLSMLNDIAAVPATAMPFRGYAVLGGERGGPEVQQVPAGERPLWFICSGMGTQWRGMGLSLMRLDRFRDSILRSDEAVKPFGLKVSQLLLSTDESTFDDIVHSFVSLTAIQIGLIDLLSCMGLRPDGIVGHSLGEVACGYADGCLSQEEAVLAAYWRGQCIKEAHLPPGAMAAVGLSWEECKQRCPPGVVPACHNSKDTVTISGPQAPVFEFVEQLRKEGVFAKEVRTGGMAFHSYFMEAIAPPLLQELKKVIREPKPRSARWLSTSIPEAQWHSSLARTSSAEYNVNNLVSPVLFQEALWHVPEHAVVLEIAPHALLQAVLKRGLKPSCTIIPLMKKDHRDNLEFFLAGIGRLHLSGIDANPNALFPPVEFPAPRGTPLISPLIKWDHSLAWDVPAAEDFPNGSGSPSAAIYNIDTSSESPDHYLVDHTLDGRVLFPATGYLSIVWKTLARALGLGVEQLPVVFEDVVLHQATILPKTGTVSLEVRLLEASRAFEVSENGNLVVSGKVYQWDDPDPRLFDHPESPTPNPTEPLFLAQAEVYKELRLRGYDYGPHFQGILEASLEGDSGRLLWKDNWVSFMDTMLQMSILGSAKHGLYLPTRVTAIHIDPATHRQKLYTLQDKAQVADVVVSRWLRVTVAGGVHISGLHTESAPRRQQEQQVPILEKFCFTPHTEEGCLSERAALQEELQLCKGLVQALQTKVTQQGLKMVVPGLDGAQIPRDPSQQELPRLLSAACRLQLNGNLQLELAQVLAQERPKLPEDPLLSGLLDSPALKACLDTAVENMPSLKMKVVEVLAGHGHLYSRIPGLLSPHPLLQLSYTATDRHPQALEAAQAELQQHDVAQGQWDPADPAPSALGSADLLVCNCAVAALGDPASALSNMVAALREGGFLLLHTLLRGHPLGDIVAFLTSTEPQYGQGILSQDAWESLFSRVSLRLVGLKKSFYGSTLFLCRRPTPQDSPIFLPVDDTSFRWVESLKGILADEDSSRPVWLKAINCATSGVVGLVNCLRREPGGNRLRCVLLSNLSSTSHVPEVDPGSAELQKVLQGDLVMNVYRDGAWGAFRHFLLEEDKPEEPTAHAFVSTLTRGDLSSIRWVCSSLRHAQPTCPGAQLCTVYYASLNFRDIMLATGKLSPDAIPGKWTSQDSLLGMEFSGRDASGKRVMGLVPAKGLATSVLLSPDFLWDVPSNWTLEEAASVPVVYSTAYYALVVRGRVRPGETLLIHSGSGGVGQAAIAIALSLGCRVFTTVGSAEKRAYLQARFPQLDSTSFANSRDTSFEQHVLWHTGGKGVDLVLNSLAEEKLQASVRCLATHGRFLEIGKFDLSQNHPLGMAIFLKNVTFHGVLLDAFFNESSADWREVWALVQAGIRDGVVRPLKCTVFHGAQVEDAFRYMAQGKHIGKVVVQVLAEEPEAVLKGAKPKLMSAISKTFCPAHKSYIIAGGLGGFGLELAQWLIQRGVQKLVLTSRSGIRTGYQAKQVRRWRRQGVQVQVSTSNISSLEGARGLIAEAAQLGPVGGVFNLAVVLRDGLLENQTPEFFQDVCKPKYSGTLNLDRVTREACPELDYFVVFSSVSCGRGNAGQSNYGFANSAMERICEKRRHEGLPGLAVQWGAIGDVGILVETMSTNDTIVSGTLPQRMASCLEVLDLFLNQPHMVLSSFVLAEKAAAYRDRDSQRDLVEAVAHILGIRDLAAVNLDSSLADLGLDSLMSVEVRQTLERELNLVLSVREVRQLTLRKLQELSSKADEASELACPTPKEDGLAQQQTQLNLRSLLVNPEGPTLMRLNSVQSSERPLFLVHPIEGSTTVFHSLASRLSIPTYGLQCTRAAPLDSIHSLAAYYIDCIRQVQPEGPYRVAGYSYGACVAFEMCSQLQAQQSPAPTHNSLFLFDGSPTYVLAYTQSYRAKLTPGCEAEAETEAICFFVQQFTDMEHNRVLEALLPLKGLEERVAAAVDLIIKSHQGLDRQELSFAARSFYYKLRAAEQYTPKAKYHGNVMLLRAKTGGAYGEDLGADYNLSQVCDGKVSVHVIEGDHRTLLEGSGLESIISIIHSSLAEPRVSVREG
MsrA inh – bovine MsrA inhibition | purified bovine MsrA, absorbance read-out | hit rate 0.75% among 360,000 | inhibition, % at 15.5 µM; in the data active = inhibition above about 4.5%;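 note: 0% = vehicle wells with enzyme and 100% = reference inhibitor wells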
SKN-1 block – C. elegans SKN-1 inhibition; C. elegans VP596 Pgst-4::GFP/RFP ratio, acrylamide-induced, 24 h; inhibition, % at 21.8 µM; hit rate 0.49% among 360,000;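 active = interference check ratio from 0.5 to 1.5 plus GFP to RFP signal ratio inhibition reaching or exceeding a fixed threshold, cut at about 30% in these data, passing the limit was not always enough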; note: some compounds called inactive have numbers as strong as hits
TbMetRS inhib – blocks T. brucei methionyl-tRNA synthetase activity. inhibition, % at 11.9 µM. purified T. brucei MetRS, ATP depletion, Kinase-Glo luminescence. hit rate 0.4% among 360,000;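 active = inhibition above a per-plate cutoff of the control wells' mean inhibition plus 3 SD, cut at about 5.5% in these data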;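 note: 0% = DMSO wells median and 100% = median of wells with control inhibitor compound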
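Assay system: T. brucei methionyl-tRNA synthetase, purified | Medium: HEPES buffer with MgCl2, KCl, DTT, spermine, BSA, pyrophosphatase | Compound: 11.9 µM single point | Incubation: 15 min enzyme-compound preincubation, 2 h reaction, 10 min detection, 25 °C | Measured by: Kinase-Glo luciferase luminescence reporting remaining unconsumed ATP | Measure: % inhibition normalized to control-well medians | Replication: Singlicate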
MT1-MMP act inh – MT1-MMP (human) activation inhibition; P50281; HT1080 RFP-PRO-GFP cells, GFP/RFP ratio fluorescence, overnight; percent of plate control window, DMSO zero; GFP/RFP ratio change, % at 20 µM; hit rate 0.061% among 360,000; AID 651647;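 active = GFP/RFP ratio change of at least 30% with cell ATP level not reduced by more than half and red fluorescence within 50% of control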; note: strong numbers were not always called active
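Read-out: GFP/RFP fluorescence ratio; Test system: RFP-PRO-GFP reporter HT1080 cells; Compound dosing: single-point 20 µM compound, 1% DMSO; Times: overnight compound exposure at 37 °C.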
eLon inh – E. coli protease La inhibition; P0A9M0; hit rate 0.42% among 360,000; purified E. coli Lon protease, fluorescence polarization; inhibition, % at 7.94 µM; in the data active = inhibition above about 13%, passing the limit was not always enough;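 note: 0% = enzyme with probe and DMSO and 100% = no enzyme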
CendR NRP1 mod – NRP-1/CendR interaction modulation; FAM-RPARPAR peptide binding to NRP-1, fluorescence polarization; inhibition, % at 25 µM; O14786; hit rate 0.85% among 360,000;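 active = inhibition or corrected inhibition above about 18%, plus a signal ratio from 0.5 to 1.5, limit read from the data, passing the limit was not always enough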; note: strong numbers were not always called active
Starred values were filed as active, the others as inactive; / = no result given.

Order of results: MLLE-PAM2 inh | MsrA act | FAS TE block | MsrA inh | SKN-1 block | TbMetRS inhib | MT1-MMP act inh | eLon inh | CendR NRP1 mod
Cc1ccc(-c2csc(NC(=O)c3cc([N+](=O)[O-])ccc3N3CCOCC3)n2)cc1
 : 1 | 0 | 71* | 0.8 | 4 | -0.8 | 4 | 6 | -16
CCOc1ccc2nc(SCC(=O)NCc3ccccc3)[nH]c2c1
 : -13 | -3 | -5 | -0.6 | 21 | 1.9 | -3 | -5 | 5
CCN(CC)CCCn1c2c(c(SCC(=O)Nc3ccc4c(c3)OCO4)nc1=O)CCC2
 : -12 | -3 | -4 | 0.2 | -11 | 0.1 | -6 | 3 | 11
Cc1ccc(C(=O)Nc2cccc(NC(=O)c3ccc(C)c([N+](=O)[O-])c3)n2)cc1[N+](=O)[O-]
 : -2 | -2 | 32 | 0.4 | -7 | -1.1 | 5 | -7 | 0
CN(Cc1ccccc1)C1CCCN(C(=O)c2ccc(Cl)s2)C1 (centres undefined)
 : -4 | -5 | 4 | 0.4 | 19 | -0.5 | 2 | -10 | 11
CCN(CC)C(=O)[C@H]1C[C@H](CC(=O)NCCC2=CCCCC2)C(=O)N2CCc3c([nH]c4cc(CCC(=O)N(C)C)ccc34)[C@]12C
 : -1 | -1 | -6 | 0.6 | 1 | -0.3 | -1 | 0 | 10
O=C(NCCNC(=O)c1ccccn1)c1ccc(Cl)cc1
 : -1 | 0 | -2 | -1.3 | 6 | -0.4 | 1 | 11 | 2
Cc1cc(NC(=O)COC(=O)C2CC(=O)N(c3ccc(Br)cc3)C2)no1 (centres undefined)
 : 4 | 0 | 0 | 0.1 | -2 | -0.3 | 0 | 3 | 6
CCn1c(=S)[nH]c2cc(Cl)ccc21
 : -107 | -1 | 7 | 0.4 | 6 | 0.3 | 1 | 5 | -8
COc1ccc(CCNC(=O)c2cc(=O)c3cc(C)ccc3o2)cc1
 : -14 | -2 | 6 | -0.2 | -8 | -0.4 | -1 | -3 | 1
COc1ccc(NC(=O)c2cc(OC)c(OC)c(OC)c2)cc1S(=O)(=O)N1CCCCC1
 : -11 | -4 | 5 | 0.4 | 10 | -0.8 | 14 | 2 | -2
COC(OC)c1ccnc(-c2ccc(OC(=O)c3cccs3)cc2)n1
 : -6 | 2 | 19 | 0.8 | -2 | -0.4 | 3 | 4 | 4
O=C(NCC(O)CN1CCOCC1)c1ccc([N+](=O)[O-])cc1 (centres undefined)
 : 0 | -5 | -2 | -0.1 | 8 | -0.7 | -1 | -8 | 5
O=C(O)CSC1CC(=O)N(c2ccc(F)cc2)C1=O (centres undefined)
 : 27 | -2 | -9 | 0.3 | 7 | -0.2 | 0 | -2 | -6
C=CCOc1ccc(CNn2cn[nH]c2=S)cc1
 : -12 | -2 | -8 | 1.3 | 1 | -0.3 | 6 | -6 | -10
CC(C)OC(=O)CSc1nnc(-c2cnccn2)n1-c1ccccc1
 : 6 | -1 | -7 | 0.4 | -4 | 0.1 | -3 | -1 | 5
Cc1ccc(C(C)C)c(OCC(=O)NNC(=O)Cc2ccc(S(=O)(=O)N3CCOCC3)s2)c1
 : -15 | -1 | 16 | -0.9 | 0 | -0.3 | -1 | -12 | -30
Cc1ccc(NC(=O)CCCc2nc3ccccc3s2)c(O)c1
 : -3 | -3 | 1 | 1.2 | -11 | 3.5 | 8 | 2 | -13
CCCn1ncc(CN2CCC(N3CCC(C(=O)N4CCOCC4)CC3)CC2)c1C
 : 1 | -9 | -4 | 0.1 | 3 | -0.8 | 0 | -13 | -1
Cc1ccc(C)c(N(C)C(=O)CCS(=O)(=O)c2cccc3nonc23)c1
 : -2 | -12 | -3 | -0.1 | 13 | -1.4 | 3 | 2 | -9
COc1ccc(NC(=O)CSCC(=O)N2CCCc3ccccc32)cc1
 : -13 | -2 | -3 | -0.5 | 5 | 0.0 | 4 | -8 | 6
CCN(CC(=O)NCc1cccs1)C(=O)c1cccc(S(=O)(=O)N2CC(C)OC(C)C2)c1 (centres undefined)
 : 6 | -2 | -4 | -0.4 | 9 | -0.5 | 0 | 1 | 6
CCOC(=O)c1c(C)[nH]c(C)c1S(=O)(=O)N(C)CC(=O)NCc1cccc(Br)c1
 : -7 | -3 | 2 | 3.3 | 7 | -0.3 | 1 | 4 | 12
CCOC(=O)N1CCN(S(=O)(=O)c2ccc(C(=O)Nc3nnc(C4CC4)o3)cc2)CC1
 : 0 | -4 | -10 | 0.5 | 5 | 0.8 | -3 | 0 | 5
COc1ccccc1Oc1ccnc2cc(Cl)ccc12
 : 3 | -1 | 37 | -2.2 | -11 | -0.1 | -3 | -2 | 6
NS(=O)(=O)c1ccc(NC(=S)NC2CCCCC2)cc1
 : 31 | 3 | 2 | -0.3 | -4 | -0.4 | 2 | -2 | -4
Nc1nc(SCc2ccccc2[N+](=O)[O-])c2ncn(Cc3ccccc3)c2n1
 : 15 | -3 | 17 | 0.7 | 5 | 0.3 | 0 | -3 | 6
Cc1ccc(NS(=O)(=O)c2ccc3c(c2)NC(=O)CCS3)c(Br)c1
 : -17 | -3 | -5 | 0.7 | 14 | 1.0 | -5 | -2 | 4
COc1ccc(/C=N/Nc2ncc(-c3ccccc3)cn2)c(OC)c1
 : 19 | -9 | 3 | 4.5 | 8 | -0.4 | 3 | -9 | -3
O=C(Nc1cc(Br)ccc1O)c1cc(-c2ccccc2)on1
 : -2 | -3 | -13 | 1.3 | 14 | -0.4 | -1 | -12 | -31
Cc1ccc(S(=O)(=O)NCCCCCC(=O)NC(C)(C)CO)cc1
 : -7 | 0 | -3 | 0.4 | -5 | -0.7 | 3 | 5 | -2
CCCc1ccc(C(=O)NNc2cccc(C)c2)cc1
 : 0 | 0 | 1 | 0.5 | 2 | 2.2 | 2 | 11 | -4
COCC(=O)NC1CCN(C(=O)Nc2ccc(Br)cc2)CC1
 : 10 | -10 | -8 | 0.2 | -11 | -0.7 | 4 | 5 | -7
Cc1ccc2nc(-c3ccccc3)cc(C(=O)N3CCN(S(=O)(=O)c4c(C)noc4C)CC3)c2c1
 : -2 | -3 | 70* | -0.3 | 8 | 0.1 | -4 | -5 | 8
C#CC(C)(CC)NC(=O)c1cc2cccc(CC=C)c2oc1=O (centres undefined)
 : -1 | -2 | 7 | 0.1 | 17 | -0.3 | -2 | 3 | 6
CC(C)CNc1nc(=S)nc(N(C)C)[nH]1
 : 43* | 8.3* | -8 | 1.3 | -20 | 0.7 | 0 | 0 | 4
CCn1cc(S(=O)(=O)N2CCN(Cc3ccc(F)cc3)CC2)cn1
 : -10 | 5 | -2 | 0.5 | 9 | 0.2 | -2 | 2 | 1
COc1ccc(CC(=O)Nc2ccc(S(=O)(=O)N3CCN(C)CC3)cc2)cc1
 : -8 | -1 | -6 | -0.8 | -8 | -0.1 | 6 | -8 | 11
Cc1ccccc1OCCN1C(=O)c2ccccc2C1=O
 : 0 | 1 | 13 | -0.6 | 12 | -0.1 | 0 | -3 | 3
CC1CN(C(=O)c2cc3c(=O)n4ccccc4nc3s2)CC(C)O1 (centres undefined)
 : -8 | -12 | -7 | 4.5 | 7 | -0.6 | 14 | 0 | -10
O=C(NCCCN1CCCC1=O)c1cccc(S(=O)(=O)Nc2ccccc2Cl)c1
 : 10 | -2 | -6 | -0.4 | -7 | -0.2 | -6 | -6 | 4
Cc1ccc(CSC2=NCCN2S(=O)(=O)c2ccc(F)cc2)cc1
 : 1 | -7 | 27 | -0.2 | -12 | -0.6 | -2 | -6 | -7
O=C(O)C1CSC(c2ccc(O)c([N+](=O)[O-])c2)N1 (centres undefined)
 : 15 | -4 | -5 | 0.8 | -7 | -0.4 | 3 | 12 | 3
COc1ccccc1N1CC=C(c2cccc([N+](=O)[O-])c2)NC1=O
 : 11 | -2 | 5 | 2.0 | -1 | 0.1 | -3 | 2 | 6
COP(=O)(OC)c1nc(-c2ccc([N+](=O)[O-])cc2)oc1N1CCCCC1
 : -51 | 0 | -8 | 1.6 | 16 | -0.7 | -41 | -16 | -32
Cc1nn(C)c(C)c1/C=C/C(=O)c1cccs1
 : 4 | -4 | -4 | 3.4 | -2 | -0.6 | 9 | 1 | -4
Cc1noc(C)c1C(=O)N1CCC1(C)C(=O)NS(=O)(=O)c1ccc(C#N)cc1 (centres undefined)
 : -1 | -1 | -9 | 0.9 | 19 | -0.1 | -1 | 2 | -3
CCOc1ccc(CN2CCN(Cc3cccn3-c3cccnc3)CC2CCO)cc1 (centres undefined)
 : 7 | -3 | 2 | 0.2 | -8 | -0.8 | 4 | 0 | 1
COc1ccccc1CNC(=O)CCS(=O)(=O)c1cccs1
 : -3 | -12 | -9 | -0.3 | -4 | -1.9 | 0 | -4 | -1
CCN1CCN(C(C)C(=O)Nc2c(C)n(C)n(-c3ccccc3)c2=O)CC1 (centres undefined)
 : 2 | -4 | -8 | 0.4 | -14 | -0.5 | -11 | 2 | -5
CCOC(=O)NC(=O)CSc1ccc(S(=O)(=O)N2CCCCC2)cn1
 : 15 | -2 | -3 | -0.1 | 11 | -0.7 | / | -1 | 0
COc1ccc(-c2csc3ncnc(N4CCN(c5ccccc5Cl)CC4)c23)cc1
 : -24 | -2 | 29 | -0.1 | 0 | 0.1 | -7 | 4 | -2
COC(=O)c1ccccc1NC(=O)NN1CCN(C)CC1
 : -7 | -3 | -9 | -1.0 | 16 | -0.4 | -2 | -11 | 7
CC1=NN(c2ccccc2)C(=O)/C1=C\C=C\c1ccccc1
 : 16 | -3 | -9 | 0.3 | -5 | -0.9 | 4 | 10 | -11
CCCn1c(NC(=O)c2ccco2)nc2ccccc21
 : 4 | -3 | -6 | 3.4 | 0 | -0.2 | 10 | -2 | -3
Cc1ccc(-c2cc(C(=O)Nc3ccc(S(=O)(=O)Nc4onc(C)c4C)cc3)c3ccccc3n2)cc1
 : 23 | -4 | 6 | 1.6 | 4 | 0.2 | 4 | 2 | 3
CCC(C)NC(=O)CN1c2cccc3cccc(c23)S1(=O)=O (centres undefined)
 : 8 | -6 | -1 | -0.2 | -7 | -0.3 | 2 | -4 | -7
S=C(NCc1cccc(Cl)c1)NCc1ccco1
 : -26 | -4 | -3 | 0.6 | -17 | 0.3 | -5 | -8 | -22
Cc1ccc(NC(=O)C2CCCCC2C(=O)O)cc1C (centres undefined)
 : 8 | 1 | -6 | 0.5 | -2 | 0.1 | 2 | -6 | -1
CN1CCN(C(=O)C2=C[C@@H](C3CCCCC3)C[C@@H](OCc3ccc(CO)cc3)O2)CC1
 : 2 | 2 | -3 | 0.1 | -4 | 0.2 | 5 | -5 | -10
Cc1ccc(CN2CCC(Oc3cccc(C(=O)NCc4cccnc4)c3)CC2)o1
 : -4 | 3 | -3 | 0.9 | 4 | 0.0 | -1 | -6 | 3
O=c1oc2ccccc2n1Cc1ccccc1Cl
 : -17 | -2 | 0 | -0.1 | -3 | 0.6 | 3 | -8 | 2

Quoted at random: 2 entries already listed, in no set order.
Order of results: MLLE-PAM2 inh | MsrA act | FAS TE block | MsrA inh | SKN-1 block | TbMetRS inhib | MT1-MMP act inh | eLon inh | CendR NRP1 mod
COc1ccccc1N1CC=C(c2cccc([N+](=O)[O-])c2)NC1=O
 : 11 | -2 | 5 | 2.0 | -1 | 0.1 | -3 | 2 | 6
O=C(NCCCN1CCCC1=O)c1cccc(S(=O)(=O)Nc2ccccc2Cl)c1
 : 10 | -2 | -6 | -0.4 | -7 | -0.2 | -6 | -6 | 4
